From PubChem
CIT2 TOR yeast: yeast TOR pathway CIT2-GFP modulation | S. cerevisiae CIT2-GFP strain, flow cytometry, 3 h; 100 means same as DMSO wells | GFP response vs DMSO, % at 10 µM | 320,000 compounds, 0.065% hits | AID 2029;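 active means GFP response relative to DMSO above a set limit, near the screen mean plus 3 SD, cut at about 150% in these data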;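 further: ratio of well median GFP fluorescence to mean of DMSO wells on the plate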
AHR act: activates the human aryl hydrocarbon receptor; activation, % at 5 µM; P35869; AHR-responsive luciferase reporter cells, luminescence; 320,000 compounds, 2.5% hits; in the data active means activation above about 47%;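 further: 0% = vehicle wells and 100% = reference agonist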
Target sequence (P35869 whole entry, looked up): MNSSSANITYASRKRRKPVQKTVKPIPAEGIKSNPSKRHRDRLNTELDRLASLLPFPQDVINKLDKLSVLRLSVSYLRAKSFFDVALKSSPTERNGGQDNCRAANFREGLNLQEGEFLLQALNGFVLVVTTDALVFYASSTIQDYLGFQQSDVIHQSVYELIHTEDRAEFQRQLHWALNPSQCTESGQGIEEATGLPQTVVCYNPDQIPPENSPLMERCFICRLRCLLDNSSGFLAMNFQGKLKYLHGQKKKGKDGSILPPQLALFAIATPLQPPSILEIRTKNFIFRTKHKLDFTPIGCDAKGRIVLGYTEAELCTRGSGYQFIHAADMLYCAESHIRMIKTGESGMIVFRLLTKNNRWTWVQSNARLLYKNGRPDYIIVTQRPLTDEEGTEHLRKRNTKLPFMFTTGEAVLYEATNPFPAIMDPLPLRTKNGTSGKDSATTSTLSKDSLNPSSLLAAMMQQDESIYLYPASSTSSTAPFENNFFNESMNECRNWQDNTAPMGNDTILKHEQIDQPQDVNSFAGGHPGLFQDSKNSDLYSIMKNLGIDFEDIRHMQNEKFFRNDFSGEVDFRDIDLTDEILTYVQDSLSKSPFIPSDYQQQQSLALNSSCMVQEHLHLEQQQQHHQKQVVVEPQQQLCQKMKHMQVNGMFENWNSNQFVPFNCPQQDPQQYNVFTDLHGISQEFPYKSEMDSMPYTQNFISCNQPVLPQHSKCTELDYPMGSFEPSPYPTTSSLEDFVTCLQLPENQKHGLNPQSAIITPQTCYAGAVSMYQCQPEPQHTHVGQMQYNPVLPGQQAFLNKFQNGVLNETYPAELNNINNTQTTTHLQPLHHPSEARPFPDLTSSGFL
LAP4 TOR yeast: modulators of TOR pathway LAP4-GFP in S. cerevisiae; S. cerevisiae LAP4-GFP multiplex, flow cytometry GFP, 3 h; median GFP as percent of DMSO wells; GFP response vs DMSO, % at 10 µM; 320,000 compounds, 0.34% hits; AID 2023;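 active means GFP response vs DMSO above a set limit, about the screen mean plus 3 SD, cut at about 150% in these data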
AGP1 TOR yeast: alters AGP1-GFP fluorescence in TOR pathway yeast screen. S. cerevisiae AGP1-GFP multiplex flow cytometry, 3 h; GFP as percent of DMSO wells. GFP response vs DMSO, % at 10 µM. 320,000 compounds, 0.02% hits. AID 2066;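 active means GFP response relative to DMSO above a set limit, near screen average plus 3 SD, cut at about 150% in these data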;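 further: median GFP channel fluorescence of the gated AGP1 strain per well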
RPL19A TOR yeast: alters RPL19A-GFP fluorescence in TOR pathway yeast screen | S. cerevisiae RPL19A-GFP strain, flow cytometry, 3 h; stronger effect = lower value | percent response vs DMSO, % at 10 µM | 330,000 compounds, 0.3% hits;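 active means percent response vs DMSO below 50%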;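 further: median channel GFP fluorescence of the barcoded RPL19A-GFP strain; ratio of sample median GFP to plate DMSO average so 100% = DMSO; lower means less RPL19A-GFP as with rapamycin TOR inhibition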
CR mimetic SO: yeast age-related superoxide inhibition as caloric restriction mimetic | S. cerevisiae aged cells, superoxide DHE fluorescence; stronger effect = lower value | superoxide response (% of plate mean), % at 10 µM | 330,000 compounds, 0.18% hits | AID 2690;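 active means superoxide response under a set limit, about three screen SD below normal, cut at about 65% in these data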;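 further: yeast aged for seven days with compound at 30 °C before DHE staining; 100% = average MFI of all compound-treated wells on the plate with controls excluded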
MEP2 TOR yeast: modulators of TOR pathway MEP2-GFP in S. cerevisiae | GFP response vs DMSO, % at 10 µM | AID 2016 | S. cerevisiae MEP2-GFP strain, flow cytometry GFP, 3 h; 100% = DMSO control level | 330,000 compounds, 0.51% hits;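 active means GFP response versus DMSO above a set limit, roughly screen mean plus 3 SD, cut at about 180% in these data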;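 further: median GFP fluorescence of the barcode-gated MEP2-GFP cells per well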
Efflux pump mplx: inhibitors of Candida antifungal efflux pumps expressed in yeast; S. cerevisiae Candida pump triplex, Nile Red efflux; AID 485275; inhibition, % at 10 µM; 330,000 compounds, 0.44% hits;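 active means plate passing quality check with inhibition over a set limit, or well fluorescence over plate mean plus 4 SD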;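 further: Nile Red retained in pooled yeast measured as flow cytometry median fluorescence; 0% = buffer negative control and 100% = Enniatin B positive control; higher means more Nile Red kept so more efflux inhibition; some compounds called inactive have numbers as strong as hits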
The depositor's hits bear a star; i = inactive; · = not tested or not shown.

compound,CIT2 TOR yeast,AHR act,LAP4 TOR yeast,AGP1 TOR yeast,RPL19A TOR yeast,CR mimetic SO,MEP2 TOR yeast,Efflux pump mplx
Cc1c(Cl)cccc1NC(=O)NCc1ccc(C)n1C,97,0,92,97,101,98,100,0.0
Cc1cc(NC(=O)C(C)SCC(=O)OC(C)C(=O)Nc2ccccc2C)no1 (stereo not drawn),98,-3,100,102,106,89,110,0.1
CC(=O)c1c(C)nc(C)nc1NC(=O)C(C)C,119,0,93,93,96,90,100,-0.1
CN1CCCN(Cc2ccc(Cl)cc2Cl)CC1,100,0,89,98,95,103,97,0.0
O=C(c1cn(Cc2ccccc2)nc1-c1cccnc1)N1CCc2ccccc2C1,101,7,106,104,100,118,102,0.0
CCOC(=O)c1c(N)sc(C(O)(C(F)(F)F)C(F)(F)F)c1-c1ccc(F)cc1,92,7,89,102,99,119,101,0.5
CC1CCCCN1C(=O)NC12CC3CC(CC(C3)C1)C2 (stereo not drawn),98,-2,97,97,·,115,99,-0.7
O=C(Nc1nc2c(s1)CCCC2)c1cccc(S(=O)(=O)N2CCCc3ccccc32)c1,89,21,85,88,97,99,100,5.0
CCN(C(=O)Cn1cc(C(=O)C(=O)N2CCOCC2)c2ccccc21)c1ccccc1,·,-1,91,99,105,109,115,-0.1
Cn1cnnc1Sc1ccc(C(=O)NCCC23CC4CC(CC(C4)C2)C3)cc1[N+](=O)[O-],97,-1,93,97,101,90,104,0.2

The list continues:
compound,CIT2 TOR yeast,AHR act,LAP4 TOR yeast,AGP1 TOR yeast,RPL19A TOR yeast,CR mimetic SO,MEP2 TOR yeast,Efflux pump mplx
CC1(OC(=O)CCc2ccccc2)C(=O)C=C2C=C(c3ccc(C#N)cc3)N(CCc3c[nH]c4ccccc34)C=C2C1=O (stereo not drawn),69,15,112,82,98,106,92,-0.1
COc1ccc(-n2nc(C(=O)NCC(=O)Nc3cc(C)ccc3OC)c3ccccc3c2=O)c(OC)c1,107,5,88,90,99,92,97,0.0
NNC(=O)CCn1nnc2ccccc21,93,6,101,94,95,124,94,0.0
COc1ccc(C2CCCN2C(=O)c2cccs2)cc1 (stereo not drawn),101,0,104,106,98,102,104,0.0
COC(=O)CSc1nnc(C)c(=O)[nH]1,104,1,98,102,96,78,102,0.0
COc1ccccc1Nc1nc(N)nc(CSC(=S)N2CCN(c3ccccc3)CC2)n1,77,13,132,95,92,99,103,0.0
Cc1nc2nc(C)c(CCC(=O)NCc3ccc4c(c3)OCO4)c(C)n2n1,100,0,97,99,93,119,95,-0.1
O=C(CCCCCn1c(=S)[nH]c2ccsc2c1=O)NC1CCCCC1,103,3,92,99,97,95,98,-0.1
COc1ccc(OC)c(CCNC(=O)c2ccc(CS(=O)Cc3cccc(Cl)c3)o2)c1 (stereo not drawn),94,22,94,96,98,99,95,0.1
O=C1C2C3CCC(C3)C2C(=O)N1c1ccc(OS(=O)(=O)c2ccccc2)cc1 (stereo not drawn),112,12,112,116,104,106,111,0.2

Carrying on:
compound,CIT2 TOR yeast,AHR act,LAP4 TOR yeast,AGP1 TOR yeast,RPL19A TOR yeast,CR mimetic SO,MEP2 TOR yeast,Efflux pump mplx
Cc1ccc2nc(-c3ccc(S(=O)(=O)N4CCCCC4)cc3)cn2c1,102,-5,103,107,97,104,99,-0.1
COc1ccc(/C=N/NC(=O)c2cccc(S(=O)(=O)N3CCCC3)c2)cc1O,102,1,107,105,105,105,106,0.0
COC(=O)C1=C(C(=O)OC)[C@@H]2N(C)c3ccc(OC)cc3[C@@]23C[C@@H](C(=O)OC)N(C(=O)C2CCC2)C3=N1,90,0,122,81,91,102,83,-0.1
Cc1cc(C(C)(C)C)c(OC(=O)[C@@H]2OC(c3ccccc3)=C[C@H]2c2ccccc2)c(C(C)(C)C)c1,104,-2,98,97,94,80,95,0.4
Cc1ccc(S(=O)(=O)N2CCOCC2)cc1C(=O)N(Cc1nnc(-c2ccccc2Cl)o1)C1CC1,94,-1,84,90,98,99,92,0.0
Cn1c(=O)c2c(nc(OCCc3ccccc3)n2C)n(C)c1=O,104,-2,·,106,98,95,104,0.0
O=C(NCc1ccccc1F)c1cccs1,105,0,104,107,103,97,104,0.1
CCC(Sc1nc(N)c(NC(=O)c2ccc(OC)cc2)c(=O)[nH]1)C(=O)O (stereo not drawn),100,-1,98,98,99,87,96,-0.1
Cc1cccc(Cn2c(N3CCN(CCO)CC3)nc3c2c(=O)[nH]c(=O)n3C)c1,86,-1,79,84,92,104,83,0.0
O=C(COc1ccc(Br)cc1)Nc1nnc(C2CC2)s1,97,1,99,94,98,97,97,-0.1

Next section; it opens with the 2 that closed the last part.
compound,CIT2 TOR yeast,AHR act,LAP4 TOR yeast,AGP1 TOR yeast,RPL19A TOR yeast,CR mimetic SO,MEP2 TOR yeast,Efflux pump mplx
Cc1cccc(Cn2c(N3CCN(CCO)CC3)nc3c2c(=O)[nH]c(=O)n3C)c1,86,-1,79,84,92,104,83,0.0
O=C(COc1ccc(Br)cc1)Nc1nnc(C2CC2)s1,97,1,99,94,98,97,97,-0.1
COc1cc(C(=O)Nc2cccc(S(=O)(=O)NCc3ccco3)c2)cc(OC)c1OC,91,4,100,105,97,87,100,0.0
Cc1cc(C)cc(OCC(=O)NCCN2CCOCC2)c1,113,5,108,·,103,100,107,-0.1
O=C(CSc1ccccc1)NC1CCCCCC1,100,13,103,95,96,98,99,0.4
O=C(O)Cc1ccc(NC(=O)c2cnccn2)cc1,113,-1,106,109,108,104,107,0.0
Cc1cccc(OCC(=O)Nc2ccc(S(=O)(=O)Nc3onc(C)c3C)cc2)c1C,97,0,94,91,94,114,91,-0.3
O=C(CCN1C(=O)c2ccccc2C1=O)NCc1ccc(F)cc1,102,-1,91,104,105,113,104,0.0
Cn1c(NC(=O)c2ccc3c(c2)OCO3)cc(=O)n(C)c1=O,96,12,96,100,97,93,100,0.0
O=C1CC(N(CCc2ccccc2)C(=S)Nc2ccccc2)C(=O)N1c1ccccc1 (stereo not drawn),106,6,100,101,101,97,99,-0.2
NC(=S)N/N=C/c1cc([N+](=O)[O-])ccc1OCCOc1ccccc1,104,16,96,102,97,98,103,-0.1
COc1ccc2oc(C(=O)Nc3nc4ccccc4[nH]3)c(C)c2c1,102,6,115,93,93,91,117,-0.1

Further compounds follow.
compound,CIT2 TOR yeast,AHR act,LAP4 TOR yeast,AGP1 TOR yeast,RPL19A TOR yeast,CR mimetic SO,MEP2 TOR yeast,Efflux pump mplx
CCOC(=O)N1CCC(=NNc2nc3ccccc3s2)CC1,99,28,104,93,102,87,104,0.1
CC1CCN(C(=O)CSc2nnc(CSc3ncccn3)n2C)CC1,97,2,98,98,100,89,97,0.0
Cc1ccnc2nc(C(=O)NC3=NCCS3)nn12,95,-1,90,92,91,94,94,0.0
Cc1ccc(S(=O)(=O)c2nc(Nc3ccccc3N3CCOCC3)sc2Cl)cc1,98,8,101,99,103,124,111,7.5*
COc1ccc(S(=O)(=O)N2CCN(C/C=C/c3ccccc3)CC2)cc1NC(C)=O,·,7,97,102,116,95,138,0.1
CNC(=O)COc1coc(CN2CCN(c3cccc(Cl)c3)CC2)cc1=O,89,0,87,84,95,189,96,0.5
N#CC1(NC(=O)CN2C(=O)c3ccccc3C2=O)CCCCC1,94,1,94,97,99,145,100,0.2
CCOc1ccc(/C=C2\SC(=S)N(C)C2=O)cc1OC,99,-1,111,98,98,106,105,0.0
Cc1ccc(OCC(O)Cn2c(NCCc3ccccc3)nc3c2c(=O)[nH]c(=O)n3C)cc1 (stereo not drawn),102,1,110,111,103,93,105,0.0
Cc1cc(Cl)c2oc(C(=O)N(C)CCCCN3CCOCC3)c(C)c2c1,103,1,90,96,99,95,103,0.0

Other structures follow:
compound,CIT2 TOR yeast,AHR act,LAP4 TOR yeast,AGP1 TOR yeast,RPL19A TOR yeast,CR mimetic SO,MEP2 TOR yeast,Efflux pump mplx
Cc1nnc(SCCc2ccccc2)[nH]c1=O,99,-1,99,92,93,136,96,0.0
Cc1ccc(C)c(NC(=O)Cc2ccc(S(=O)(=O)N3CCCCC3)s2)c1,100,5,91,100,96,111,102,0.1
CCc1ccc(NC(=O)CN2C(=O)C(=O)N(Cc3ccccc3)C2=O)cc1,96,7,91,92,97,112,98,-0.2
Cc1cccc(NC(=O)CC2CCC2)c1,98,0,104,106,99,i,103,-0.1
CCc1nnc(NC(=O)c2ccc(-c3ccccc3Cl)o2)s1,·,4,93,99,102,98,101,0.0
Cc1cccc(-n2cc(CN3CCN(Cc4nccn4C)CC3)c(-c3cccc(F)c3)n2)c1,117,2,84,103,109,106,113,0.3
CO/N=C/CC(=O)c1ccc([N+](=O)[O-])c(CS(=O)(=O)c2ccc(Cl)cc2)c1,97,3,91,94,98,129,95,-0.1
Cc1cc2cc(CNC(=O)c3cccs3)ccc2n1C,100,3,100,107,107,87,108,-0.1
COc1ccc(/C=C/C(=O)CC(O)(c2ccccc2)C(F)(F)F)cc1 (stereo not drawn),90,2,105,95,101,106,102,0.0
O=C(N[C@H]1C/C=C\C[C@H](CC(=O)N(CCO)Cc2ccccc2)C(=O)N[C@H](Cc2c[nH]c3ccccc23)COC1=O)OCC1c2ccccc2-c2ccccc21,94,1,110,100,96,85,91,0.1

Going on with the list.
compound,CIT2 TOR yeast,AHR act,LAP4 TOR yeast,AGP1 TOR yeast,RPL19A TOR yeast,CR mimetic SO,MEP2 TOR yeast,Efflux pump mplx
CCOc1cc2[nH]c(=S)n(Cc3ccc(C(=O)NCCCOC)cc3)c(=O)c2cc1OCC,108,9,97,102,108,102,116,0.0
CC(=O)Oc1ccc2c(c1)cc(C)n2C,91,9,96,·,100,92,102,0.2
COc1ccccc1OCCCC(=O)NCc1ccco1,106,3,109,107,111,106,102,0.1
COc1ccc(CCNC(=O)C(=O)NCC2OCCN2S(=O)(=O)c2cccs2)cc1 (stereo not drawn),101,0,99,100,99,96,95,0.4
C=CCNC(=O)NC(=O)COC(=O)CCCSc1nc2ccccc2[nH]1,107,0,102,105,102,99,116,0.0
Cc1nn2c(=O)cc(COC(=O)c3ccc(S(=O)(=O)N4CCCCC4)cc3)nc2s1,106,2,97,98,97,100,96,0.0
